Cy5 interf NS3h = Cy5 fluorescence quenchers or enhancers, artefact control for HCV NS3 helicase inhibitor project, biochemical, ChemBridge library, Cy5 readout; AID 720488, 2013; 16,000 compounds, 6% hits; fluorescence interference ratio at 100 µM; Cy5-dT15 DNA with NS3h, fluorescence interference; actives lie on both sides; signal over control mean, under 1 quenches;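 active = compound fluorescence over control fluorescence at most 0.8, a quencher, or at least a set upper limit, an enhancer; inactive = ratio between 0.8 and the set upper limit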
NS3h inh CB = HCV NS3 helicase inhibitors, primary screen, biochemical, fluorescence polarization, ChemBridge library; NS3h Cy5-dT15 DNA binding; inhibition, % at 100 µM; 16,000 compounds, 1.6% hits; AID 687043, 2013;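 active = inhibition above the average over every tested compound plus 3 SD, cut at about 40% in these data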
* hit, by the source's call.

SMILES	Cy5 interf NS3h	NS3h inh CB
CC1CCCCN1CC#CC(O)(c1ccccc1)c1ccccc1 (centres undefined)	1.01	5.0
CCOc1ccc(C(=O)Nc2c(C)cc(Br)cc2C)cc1	1	10.0
C=CCN1C(=O)/C(=C/c2ccc(-c3ccc([N+](=O)[O-])cc3C)o2)SC1=S	1.06	2.7
CN(C)/C(=N\OC(=O)c1ccc([N+](=O)[O-])cc1)c1nonc1N	0.67*	18.6
O=C(c1cccc(Cl)c1)N1N=C(c2ccc(Cl)cc2)CC1(O)C(F)(F)F (centres undefined)	0.966	6.9
CS(=O)(=O)c1ccc2nc(NC(=O)c3ccccc3)sc2c1	1.13	12.6
CCOC(=O)c1ccccc1NC(=O)CC1Sc2ccc(C(F)(F)F)cc2NC1=O (centres undefined)	1.04	1.4
COc1cc(NC(=O)c2ccccc2[N+](=O)[O-])cc(OC)c1	1.06	6.0
Cc1ccc(C)c(NC(=O)CN(c2ccc(Br)cc2)S(C)(=O)=O)c1	1.02	0.3
CCOc1ccc(S(=O)(=O)Nc2ccccn2)c2ccccc12	1.12	4.7
CC(=O)C12c3ccccc3C(c3ccccc31)C1C(=O)N(c3cccc(C(F)(F)F)c3)C(=O)C12 (centres undefined)	0.938	10.6
Cc1c(Br)c(C(F)(F)F)nn1CC(=O)N1CCc2ccccc2C1	0.982	10.3
C=CCN1C(=O)NC(=O)/C(=C/c2ccc(OC)c(OCc3ccc(Cl)cc3)c2)C1=O	1.02	8.9
O=C(Nc1ccc(O)cc1)c1cccc(F)c1	1.01	5.6
O=C1NC(=O)N(c2ccccc2)C(=O)/C1=C\c1cccc([N+](=O)[O-])c1	0.936	6.8
CN1CCOCCOCCN(C)C1=O	1	10.5
CCOC(=O)c1c(-c2ccccc2)oc2ccc(OC(=O)c3cccc([N+](=O)[O-])c3)cc12	0.878	15.2
COC(=O)c1ccc(N2C(=O)c3ccc4c5c(ccc(c35)C2=O)C(=O)N(c2ccc(C(=O)OC)cc2)C4=O)cc1	1.11	1.3
Cc1cc(C)n(-c2ccc3cccc([N+](=O)[O-])c3n2)n1	1.09	4.5
CCOc1cc(C=O)c(Br)cc1O	1.05	-1.6
COc1ccc(C2Nc3ccc(Br)cc3C(c3ccccc3)N2CC(=O)O)cc1 (centres undefined)	0.929	4.2
CCOc1ccc(N(CC(=O)NCc2ccco2)S(C)(=O)=O)cc1	1.07	-1.9
COc1cccc(C2=NN(C(=O)Cc3ccccc3)C(O)(C(F)(F)F)C2)c1 (centres undefined)	0.984	12.8
CCOC(=O)c1ccc(NC(=O)CC)cc1	0.929	7.0
CCOc1cc(/C=C2\C(=O)ON=C2C)ccc1O	1.01	21.1
Cc1ccccc1CNC(=O)c1ccccc1	0.965	9.7
CC(C)(C)c1ccc(S(=O)(=O)Nc2cc(Cl)ccc2Cl)cc1	0.938	14.7
O=C(NCCCNc1ccc(Cl)cc1[N+](=O)[O-])c1ccccc1F	0.969	9.7
COCCOC(=O)C1=C(C)NC(=O)CC1c1c(F)cccc1Cl (centres undefined)	1.03	-0.7
COc1ccc(N(CC(=O)O)S(=O)(=O)c2ccc(C)cc2)c(OC)c1	1.01	2.0
O=C(Nc1c(C(=O)N2CCCCCC2)cnn1-c1ccccc1)c1cccc(F)c1	1.27*	30.7
CCOc1cccc(C(=O)Nc2ccccc2C(=O)O)c1	1.02	4.3
O=C(NCCCO)c1ccccc1C(=O)c1ccccc1	0.938	2.6
O=C1N=c2ccccc2=C1c1sc(=S)[nH]c1O	1.12	-5.0
COc1ccccc1OCCOc1ccc(Br)cc1/C=c1\sc2nc3ccccc3n2c1=O	1.05	1.3
Cc1ccc(OCCOc2ccc(Cl)cc2/C=c2\sc3nc4ccccc4n3c2=O)cc1	1.05	0.9
CC1(C)Cc2c(sc3nc(=S)[nH]c(N)c23)CO1	1.1	-10.2
COc1ccc(C)cc1NC(=O)C(=O)NCCCO	1.04	-0.9
O=C1NC(=O)N(c2ccc(I)cc2)C(=O)/C1=C\C=C\c1ccco1	0.766*	21.3
COC(=O)c1c(C)oc2cc(Br)c(OCc3ccc([N+](=O)[O-])cc3)cc12	1.01	-3.9
Cc1n(Cc2ccccc2)c2ccccc2[n+]1C	1.07	-2.4
O=C1S/C(=C\c2ccc(-c3ccccc3[N+](=O)[O-])o2)C(=O)N1c1cccc(Cl)c1	1.04	12.7
O=C(CSC1=NCCS1)NCc1ccco1	1.06	2.9
COc1ccc(N2C(=O)C3C4CC(=O)C(c5ccccc54)C3C2=O)cc1 (centres undefined)	1.05	2.3
Cc1cc(-c2ccc(F)cc2)nc2cc(C(=O)O)nn12	0.937	3.5
NC(=O)SCC(=O)Nc1ccccc1Br	0.96	-3.3
Cc1cccc(C(=O)N2N=C3CCCCCC3C2(O)C(F)(F)F)c1O (centres undefined)	0.929	5.2
CC(C)CCSc1nc2ccccc2[nH]1	1.06	7.4
COc1ccc(NCCC(=O)c2ccc(Cl)c(Cl)c2)cc1	1	5.2
CCCN1C(=O)c2ccccc2NC1c1ccc(OC)c(COc2ccc(F)cc2)c1 (centres undefined)	0.921	7.0
CCOC(=O)C1=C(C)N=C2SCCC(=O)N2C1c1cccc([N+](=O)[O-])c1 (centres undefined)	0.99	8.7
CCOC(=O)Cc1cc(-c2ccc(Br)cc2)nc2ccc3ccccc3c12	1.03	-11.3
CC(C)c1ccc(N2C(=O)CSC23C(=O)Nc2ccccc23)cc1 (centres undefined)	0.981	-8.4
CC1(C)Cc2c(c(N3CCOCC3)nc3sc4c(NCc5ccccc5)ncnc4c23)CO1	0.857	10.1
CCN1C(=O)/C(=C/c2c(F)cccc2Cl)SC1=S	0.883	21.5
Cc1cccn2c(=O)c(/C=C3\SC(=S)NC3=O)c(NCCCn3ccnc3)nc12	0.815	7.9
COc1ccc(NC(=O)/C(C#N)=C\c2ccc(-c3cccc(C(=O)O)c3)o2)cc1	0.902	16.0
Cc1ccc(S(=O)(=O)NCCNc2ccc(Cl)cc2[N+](=O)[O-])cc1	0.834	12.9
CN(C)c1ccc(/C=C2/SC(=S)N(Cc3ccco3)C2=O)cc1	1.07	10.6
COc1ccc(C(=O)/C=C/Nc2ccccc2F)cc1	0.995	34.8

Exported with bars between the fields: six of the compounds above
Molecule | Cy5 interf NS3h | NS3h inh CB
CC(C)CCSc1nc2ccccc2[nH]1 | 1.06 | 7.4
COc1ccc(NCCC(=O)c2ccc(Cl)c(Cl)c2)cc1 | 1 | 5.2
CCCN1C(=O)c2ccccc2NC1c1ccc(OC)c(COc2ccc(F)cc2)c1 (centres undefined) | 0.921 | 7.0
CCOC(=O)C1=C(C)N=C2SCCC(=O)N2C1c1cccc([N+](=O)[O-])c1 (centres undefined) | 0.99 | 8.7
CCOC(=O)Cc1cc(-c2ccc(Br)cc2)nc2ccc3ccccc3c12 | 1.03 | -11.3
CC(C)c1ccc(N2C(=O)CSC23C(=O)Nc2ccccc23)cc1 (centres undefined) | 0.981 | -8.4

The list goes on.
SMILES	Cy5 interf NS3h	NS3h inh CB
O=C(Cc1cccs1)N1CCN(c2cccc(Cl)c2)CC1	1.04	10.9
O=[N+]([O-])c1ccc(C=Nc2ccc(Oc3ccccc3)cc2)s1	0.994	12.5
COc1ccc(/C=C2/N=C(c3sc4ccccc4c3Cl)OC2=O)cc1OC	0.992	0.3
CCN1C(=O)/C(=C/c2cccc(OC(=O)c3ccccc3I)c2)SC1=S	0.741*	15.2
O=C1C(=O)N(c2nc3ccccc3s2)C(c2ccccc2F)C1=C(O)c1ccccc1 (centres undefined)	0.948	5.9
CCOC(=O)c1ccccc1NC(=O)CN(c1ccc(OC)c(Cl)c1)S(C)(=O)=O	0.889	19.7
CCOc1cc(C2C3=C(CC(C)(C)CC3=O)OC3=C2C(=O)CC(C)(C)C3)cc(Br)c1O	0.988	6.1
Cc1ccccc1-c1nc(-c2cccnc2)no1	0.983	1.4
CCCOc1ccc(Cn2ccnc2)cc1[N+](=O)[O-]	1.05	5.2
CC(C)c1ccc(NC(=O)CN(c2ccc(Br)cc2)S(C)(=O)=O)cc1	0.989	18.5
O=C(COc1ccccc1)C(=C(O)c1ccccc1)c1nc2ccccc2[nH]1	1.36*	-23.0
COC(=O)c1ccc(-n2c(C)cc(/C=C(\C#N)C(=O)Nc3ccccc3)c2C)cc1	0.995	-9.2
Cc1c(C(=O)N2CCN(C)CC2)cccc1[N+](=O)[O-]	1.11	0.0
O=C1/C(=C\c2ccc(-c3ccccc3Cl)o2)SC(=S)N1C1CCS(=O)(=O)C1 (centres undefined)	1.04	5.8
Cc1cccc(N2C(=O)/C(=C/c3ccc4c(c3)OCO4)SC2=S)c1C	0.774*	14.1
O=C(NCCNc1ccc(Cl)cc1[N+](=O)[O-])c1ccc(Br)o1	0.998	3.3
CC(C)CC(NC(=O)c1ccccc1)C(=O)OCC(=O)N1c2ccccc2Sc2ccccc21 (centres undefined)	0.988	2.7
COc1ccc(-c2nc3sc(-c4ccc(OC)cc4)nc3s2)cc1	1.11	6.0
CC(Oc1ccc(Br)cc1)C(=O)N/N=C\c1ccccc1O (centres undefined)	1.03	4.2
O=C(Nc1ccc(Br)cc1)c1nn2c(c1Cl)NC(c1ccc(Cl)cc1)CC2C(F)(F)F (centres undefined)	1.03	16.6

Two entries from above, reformatted:
| SMILES | Cy5 interf NS3h | NS3h inh CB |
| --- | --- | --- |
| Cc1c(C(=O)N2CCN(C)CC2)cccc1[N+](=O)[O-] | 1.11 | 0.0 |
| O=C1/C(=C\c2ccc(-c3ccccc3Cl)o2)SC(=S)N1C1CCS(=O)(=O)C1 (centres undefined) | 1.04 | 5.8 |

(cont.)
SMILES	Cy5 interf NS3h	NS3h inh CB
Cc1cc(C)nc(Nc2nc3ccccc3[nH]2)n1	1.06	5.5
Oc1ccc(Br)cc1CN1CCN(Cc2ccncc2)CC1	1.01	-1.6
Cc1ccc(NC(=O)c2ccc3c(c2)C(=O)N(CC2CCCO2)C3=O)cc1C (centres undefined)	0.93	7.4
COc1ccc(C2=C(Nc3ccccc3)c3ccccc3C2=O)cc1	0.94	14.0
CCOC(=O)C(C(=O)OCC)=C1Sc2ccccc2N1C	0.94	1.6
COc1ccc2nc(NC(=O)C3CCCN3S(=O)(=O)c3ccc(C)cc3)sc2c1 (centres undefined)	0.914	4.6
Cc1ccccc1C1(Cc2ccccc2)C(=O)c2ccccc2C1=O	0.924	8.5
Cc1c(NC(=O)COc2ccc3ccccc3c2)cccc1[N+](=O)[O-]	0.858	11.6
O=C(O)c1cccc(N2C(=O)c3cccnc3C2=O)c1	0.999	1.8
CC(C)(C)CC(C)(C)NC(=O)CSc1ncc(-c2ccccc2)[nH]1	0.931	4.3
CC1=C(C(=O)OC(C)C)C(c2ccc(F)cc2)NC(=S)N1 (centres undefined)	1	7.9
O=C(/C=C/c1cccc(C(F)(F)F)c1)Nc1cccc2cccnc12	0.995	8.3
O=C(CSc1nc2ccccc2o1)OCC(=O)c1ccc(F)cc1	0.933	6.7
O=C1Nc2ccc([N+](=O)[O-])cc2C1=Nc1ccc(-c2ccc(N=C3C(=O)Nc4ccc([N+](=O)[O-])cc43)cc2)cc1	0.77*	7.9
COc1cccc(/C=C2/N=C(c3ccc(NC(C)=O)cc3)OC2=O)c1	1	12.9
O=C(CN(c1ccc(F)cc1)S(=O)(=O)c1ccccc1)Nc1cccc(Br)c1	1.02	12.7
CCc1ccc(NC(=O)c2cc([N+](=O)[O-])ccc2Cl)cc1	1.04	3.4
COc1ccccc1NC(=O)c1ccc(Cl)cc1Cl	0.994	13.9
CCOc1cccc(-c2nnc(NC(=O)c3ccccc3F)s2)c1	1.05	6.0
NC(=NS(=O)(=O)c1ccccc1)c1ccc(Cl)cc1	1.06	-3.7
COc1ccc(C)cc1NC(=O)c1ccc(C)c(C)c1	0.88	12.9
O=C(O)CCN1C(=O)/C(=C/c2cccc(OCc3ccccc3)c2)SC1=S	1.1	17.9
C=CCOc1c(Br)cc(/C=C2\C(=O)NC(=O)N(c3ccc(Cl)cc3)C2=O)cc1OC	1.09	16.4
O=[N+]([O-])c1ccc(C2Nc3ccc(OC(F)(F)F)cc3C3C=CCC32)cc1 (centres undefined)	0.939	-1.3
CN1C(=O)/C(=N/OC(=O)c2cccc3ccccc23)c2ccccc21	0.865	-2.5
COc1ccc(CC(=O)Nc2cc(NC(=O)Cc3ccc(OC)cc3)cc(C(=O)NC(C)(C)C)c2)cc1	0.936	8.2
CC(NC(=O)CSc1nnc(N)s1)c1ccccc1 (centres undefined)	0.926	-2.6
CC(C)CN1C(=O)/C(=C/c2ccccc2F)SC1=S	0.946	-9.4
O=C1CCCC2=C1C(c1ccc(F)cc1)C1=C(CCCC1=O)O2	0.975	-1.6
CCC(C)NC(=O)COc1ccc2ccccc2c1 (centres undefined)	1.08	4.0
COc1cc(C(=O)Nc2c(C)cccc2C(C)C)c(Br)c(OC)c1OC	1.21*	7.3
O=C(Nc1ccc(Cl)c(Cl)c1)Nc1cccc(Cl)c1Cl	1.06	25.2
CN=CC1=C(O)C(C(=O)OC)C(C)(C)CC1=O (centres undefined)	1.08	0.4
O=C(Nc1ccc2nn(-c3ccc(Cl)cc3)nc2c1)c1ccc([N+](=O)[O-])cc1	1.01	-14.2
O=C(Nc1ccccc1)Nc1nnc(SCCOc2ccccc2)s1	0.953	8.0
COc1ccc(Cl)cc1C(=O)N1CCN(c2cccc(Cl)c2)CC1	0.934	17.1

Compound profiles, from the list above. Values in the order: Cy5 interf NS3h | NS3h inh CB
Profile of O=C(Nc1ccc(Cl)c(Cl)c1)Nc1cccc(Cl)c1Cl → 1.06 | 25.2
Profile of C=CCOc1c(Br)cc(/C=C2\C(=O)NC(=O)N(c3ccc(Cl)cc3)C2=O)cc1OC → 1.09 | 16.4
Profile of COc1ccc(Cl)cc1C(=O)N1CCN(c2cccc(Cl)c2)CC1 → 0.934 | 17.1
Profile of O=C(Nc1ccc2nn(-c3ccc(Cl)cc3)nc2c1)c1ccc([N+](=O)[O-])cc1 → 1.01 | -14.2
